HCMV inh = qHTS Assay for inhibitors of the human cytomegalovirus (HCMV). HFF cells, HCMV-luciferase reporter, 72 h; active compounds read low. hit rate 4.5% among 410,000. activity change, negative = inhibition, % at 57.5 µM. AID 1259415, 2018; in the data active = activity change below about -60%; inconclusive = no clear call, values can overlap the other calls; inactive = above about -39%
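Compounds were evaluated in HFFs infected with an HCMV luciferase reporter virus (MOI 1 PFU/cell). Luciferase in lysates collected 72 h post infection served as the replication measure.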
AMA1 RON2 block = qHTS for Inhibitors of AMA1-RON; Towards Development of Antimalarial Drug Lead: Primary Screen; hit rate 0.2% among 360,000; AlphaScreen AMA1-biotinylated RON2 peptide binding; Plasmodium falciparum AMA1 (3D7) - RON2 peptide interaction; Potency, µM (titrated, usually from 58.2 µM), without a hit: top-dose activity change, negative = inhibition, actives largely listed as inhibitors; active = well fitted inhibition curve with a large enough effect; inconclusive = small, poorly fitted or top-dose-only effect; inactive = no such curve, though single readings can be large or run the other way;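 note: potency is the fitted concentration of half-maximal effect; 0% = vehicle wells and -100% = peptide control; nearly all actives have a fitted effect of over 45% in size; some results filed as inactive show a strong effect at the top dose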
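AMA1 (3D7) with his tag at 25 nM final met compounds first, then biotinylated RON2 peptide at 25 nM; detection used donor plus acceptor beads, 10 µg/mL apiece, read by AlphaScreen after 30 min at room temperature.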
An asterisk follows results filed as active; u = inconclusive; [ ] = another dose, or the depositor's remark. Unless noted, % is set by controls: 0 for no effect and ±100 for the full control effect.

Second line of a record: HCMV inh, AMA1 RON2 block
CC(C)(C)c1ccc(S(=O)(=O)NC(=O)C2(C)CCN2C(=O)Cc2ccc(Cl)cc2Cl)cc1 (centres undefined)
→ 0, -3%
COc1ccc(-c2nc3c(Cl)cc(C(F)(F)F)cn3c2Cc2ccccc2C(F)(F)F)cc1OC
→ 29, 3%
C[C@@H]1CN([C@H](C)CO)S(=O)(=O)c2ccc(C#Cc3ccccc3F)cc2O[C@@H]1CN(C)C(=O)Cc1ccccc1
→ u, -10%
O=C(CSCC(=O)NN=Cc1ccccc1O)NN=Cc1ccccc1O
→ -13, 37%[activator]
CC(Sc1nc2ncc(Cl)cc2[nH]1)C(=O)Nc1ccccc1[N+](=O)[O-] (centres undefined)
→ -16, 59%[activator]
CC1(C(=O)NS(=O)(=O)c2ccccc2)CCN1C(=O)Cc1ccccc1Cl (centres undefined)
→ 24, 4%
C[C@H]1CN([C@@H](C)CO)S(=O)(=O)c2ccc(-c3cncnc3)cc2O[C@H]1CN(C)C(=O)NC1CCCC1
→ 1, -2%
COc1ccccc1CN1C(=O)C(C)ON=C1c1ccccc1F (centres undefined)
→ -80*, -4%
COc1ccc(NC(=O)N(C)[C@H]2C[C@H]3c4[nH]c5ccccc5c4CCN3C(=O)[C@H]2[C@H](C)O)cc1
→ 11, -5%
CCCN(CCC)Cc1cc(=O)oc2cc(OC)c(Cl)cc12
→ 6, -3%
CC(c1nc2ccccc2[nH]1)n1c(-c2ccncc2)nc2ccccc21 (centres undefined)
→ 53, -13%
c1ccc(CSc2ncnc3c2ncn3C2CCCCO2)cc1 (centres undefined)
→ 70, -3%
C[C@@H]1CN([C@H](C)CO)C(=O)c2cc(Br)cnc2O[C@@H]1CN(C)C(=O)c1ccccc1
→ 25, -3%
CC1(Oc2ccc(CC#N)cc2)CCN(Cc2ccc(-n3ccnc3)cc2)C1 (centres undefined)
→ -20, -6%
Cc1cc(C)cc(Cn2cc(CN3CC(N4CCN(C)CC4)CS3(=O)=O)nn2)c1 (centres undefined)
→ -6, -4%
Cc1ccc(-c2nc3ncccn3c2N)cc1
→ 11, 29%
Cc1coc2c(C)c3oc(=O)cc(-c4ccccc4)c3cc12
→ -21, 0%
COc1cc(NC(=O)CCl)ccc(=O)c1
→ -38, 37%[activator]
CCOC(=O)C1=C(C)NC(C)=C(C(=O)OCC)C1C(=O)OCC(=O)Nc1ccc(NC(C)=O)cc1
→ 24, -7%
COC(=O)[C@@]12C[C@@H](CC(=O)NCCC(C)C)C(=O)N(Cc3ccccc3)C1=CCC(C)(C)C2
→ 10, -10%
O=C(Nc1ccc(F)c(Cl)c1)C1Cc2c(-c3ccc4c(c3)OCO4)ccnc2O1 (centres undefined)
→ u, -12%
C[C@@H]1CN([C@@H](C)CO)C(=O)CCCn2nncc2CO[C@H]1CN(C)Cc1cccc2c1OCCCO2
→ 5, -2%
CC1(C(=O)NS(=O)(=O)C2CC2)CCN(C(=O)c2c(F)cccc2F)C1 (centres undefined)
→ -2, 14%
COC(=O)C(C(=O)OC)[C@@H]1C=C[C@H](C[N+](=O)[O-])N(C(C)=O)C1
→ 7, -4%
O=c1oc(=O)c2ccccc2c2ccccc12
→ -4, 8%
Cc1c(C(=O)c2ccc(F)cc2F)c2ccccn2c1CCc1ccccn1
→ -24, -7%
Oc1ccc(-c2cnc3c(Nc4cccc(OC(F)(F)C(F)F)c4)nccn23)cc1
→ u, 60%[activator]
COc1ccc(S(=O)(=O)N(C)C[C@@H]2Oc3cc(Br)ccc3S(=O)(=O)N([C@H](C)CO)C[C@@H]2C)cc1
→ -33, -5%
CC(C)(C)OC(=O)N(Cc1ccccc1)Cc1ccc(OCc2cccc(NC(=O)c3ccccc3)c2)cc1
→ -21, -2%
CCOc1ccc(OCC(=O)OCC(=O)N2CCN(S(=O)(=O)c3ccc(C)cc3C)CC2)cc1
→ 0, 11%

Sorted by molecular weight (rising): part of the list above
Second line of a record: HCMV inh, AMA1 RON2 block
CC1(C(=O)NS(=O)(=O)c2ccccc2)CCN1C(=O)Cc1ccccc1Cl (centres undefined)
→ 24, 4%
O=C(Nc1ccc(F)c(Cl)c1)C1Cc2c(-c3ccc4c(c3)OCO4)ccnc2O1 (centres undefined)
→ u, -12%
COc1ccc(S(=O)(=O)N(C)C[C@@H]2Oc3cc(Br)ccc3S(=O)(=O)N([C@H](C)CO)C[C@@H]2C)cc1
→ -33, -5%

Later entries.
Second line of a record: HCMV inh, AMA1 RON2 block
O=[N+]([O-])c1ccc2nc[nH]c2c1
→ -19, 28%
CC(C)C[C@@H]1CC2=C(C(=O)OC(C)(C)O2)[C@H](c2ccc(Cl)cc2)O1
→ -9, 3%
Clc1ccc(-c2cccc3nccn23)c(Cl)c1
→ -9, 0%
CCOC1=C2[C@@H](CN(S(=O)(=O)c3ccc(C)cc3)[C@H]2c2ccccc2Cl)[C@H]2C(=O)N(C(C)(C)C)C(=O)[C@H]2C1
→ -24, 5%
COCCN1C[C@@H](CO)O[C@@H](n2cnc3c(N4CCCC4)ncnc32)C1
→ 11, -7%
Cn1nc(C(C)(C)C)cc1N1C(=O)CCC1(C)C(=O)Nc1ccc2ccccc2c1 (centres undefined)
→ -7, 5%
O=S(=O)(O)Sc1ccccc1
→ -87*, 7%
CN(CC(=O)Nc1cccc(F)c1)C(=O)C1CCC(C(=O)N(C)CC(=O)Nc2cccc(F)c2)CC1 (centres undefined)
→ -24, 14%
CCCc1c(C(=O)N/N=C/c2ccoc2)nnn1-c1nonc1N
→ -29, 32%[activator]
NCc1csc(Nc2ncccn2)n1
→ 7, 100%[activator]
CCCC(=O)N1CCN(c2ccc(NC(=O)c3ccc(N4CCCC4)c([N+](=O)[O-])c3)cc2Cl)CC1
→ -9, -9%
CC(=O)OC(C=C(C)C)C/C(C)=C/COc1c2ccoc2cc2oc(=O)ccc12 (centres undefined)
→ -16, 37%[activator]
COc1ccc(N2CCN(C(=O)C(=O)c3cc(OC)c4ccccc4c3)CC2)cc1
→ -19, u
CS(=O)(=O)N(CC(=O)N1CCCC1)c1cccc(C(F)(F)F)c1
→ 9, -5%
CCC(=O)N1CCC1(C)C(=O)Nc1ccc2nc(C)ccc2c1 (centres undefined)
→ -15, -3%
CC1(C(=O)NCCC(F)(F)F)Cc2c(-c3ccccc3)ccnc2O1 (centres undefined)
→ -28, -3%
CC(=O)Nc1ccc(NC(=O)C(NC(=O)c2ccc(Cl)cc2)C(C)C)cc1 (centres undefined)
→ -11, -5%
CN1CCN(C(=O)OC2CC3CC2[C@H]2CCCCN2C3=O)CC1 (some centres undefined)
→ 2, -3%
CCc1c(O)nc(SCC(=O)Nc2c(C)cccc2C)n(-c2ccc(F)cc2)c1=O
→ -21, 12%
COc1cc2c(cc1OC)C(=NO)CCCC2
→ 2, -6%
Cc1cccc(C)c1NC(=O)C1(C)CSCC(=O)N1Cc1cccs1 (centres undefined)
→ -25, -3%
CC1(C(=O)NS(=O)(=O)c2cccs2)CCN1C(=O)c1ccco1 (centres undefined)
→ -19, 9%
CC(=O)c1nn(-c2ccc(Cl)cc2)cc1C(=O)c1ccc(C)cc1
→ -7, 17%
C=C1CCN([C@@H](CC(C)C)C(=O)NCc2ccc(Cl)c(Cl)c2)S(=O)(=O)c2ccccc21
→ 3, -2%
Cc1c(C(=O)NN2CCOCC2)cccc1[N+](=O)[O-]
→ 30, -12%
CN1CCN(C2CN(Cc3ccccc3)S(=O)(=O)C2)CC1 (centres undefined)
→ -3, 9%
O=C(Nc1cccc(C(=O)O)c1)/C(=C\c1ccccc1)NC(=O)c1ccc(Br)o1
→ 23, -2%
O=C(O)c1ccc(CN2C[C@@H](CO)O[C@@H](n3cnc4c(N5CCOCC5)ncnc43)C2)cc1
→ -28, -3%
COc1ccc2nc3ccccc3[n+]([O-])c2c1
→ 2, -7%
CC1(C(=O)Nc2ccc(F)c(Cl)c2)Cc2c(-c3cccc(C(F)(F)F)c3)ccnc2O1 (centres undefined)
→ 1, -3%

Following part.
Second line of a record: HCMV inh, AMA1 RON2 block
CCCCn1nnnc1C(c1ccccc1)N1CCN(C(C)=O)CC1 (centres undefined)
→ 9, 16%
FC(F)(F)c1cc(Cl)c2nc(-c3ccc(Cl)cc3)c(Cc3ccccc3)n2c1
→ -3, -2%
COc1ccc(CN(C(C)=O)c2cc(C)c([N+](=O)[O-])cc2OC)cc1OC
→ -31, -5%
O=c1nc(Oc2ccccc2)nc2ncccn12
→ 72, 1%
Cc1cc(S(=O)(=O)c2ccc(Cl)cc2)nc(S(=O)(=O)c2ccc(Cl)cc2)c1C#N
→ -98*, -11%
CCCCCCN1CCN(C2CN(CCCC)S(=O)(=O)C2)CC1 (centres undefined)
→ -20, 11%
Cc1cccc(C)c1NC(=O)CN1CCN(c2ccc(C(F)(F)F)cn2)CC1
→ u, -2%
Cc1ccc(S(=O)(=O)N2[C@@H](c3ccc(Cl)cc3)C(C(=O)OC(C)(C)C)=CC[C@H]2c2ccc(Cl)c(Cl)c2)cc1
→ -37, 16%
CN1CCN(C(=O)c2ccc(-c3nn(C)c(=O)c4ccccc34)cc2)CC1
→ 27, 32%[activator]
O=C(CN(c1ccc(Br)cc1)S(=O)(=O)c1ccc(Cl)c([N+](=O)[O-])c1)NCC1CCCO1 (centres undefined)
→ 0, 4%[11.6 µM]
COc1cccc(C(O)c2nc(-c3ccccc3)cs2)c1 (centres undefined)
→ -39, 6%
Cc1ccc(NC(=O)Cn2c(=O)ccn(Cc3ccccc3)c2=O)cc1S(=O)(=O)N1CCOCC1
→ 0, -1%
CCOC(=O)C1(C)CCCCCN1C(=O)c1ccc(C(=O)OC)cc1 (centres undefined)
→ -2, 2%
Cn1nnnc1NN=Cc1ccccc1
→ -32, 0%
COc1ccc(-c2ccc(CN3C(C(C)C)C(=O)N(Cc4cn(CCC5OCCO5)nn4)CCS3(=O)=O)cc2)cc1 (centres undefined)
→ -25, 0%
O=CNC1c2ccccc2CCc2ccccc21
→ 15, 0%
COc1cccc(NC(=O)C2(C)CCN2C(=O)CCC2CCCC2)c1 (centres undefined)
→ -5, -6%
COc1ccc(-c2nc3ccc(Br)cn3c2Cc2ccsc2)cc1OC
→ -22, -7%
Cc1cccc(OCC(=O)Nc2nonc2NC(=O)COc2cccc(C)c2)c1
→ 14, u
CC1=C(C(=O)N(C)C)CC(CC(=O)NCCc2ccccn2)C(=O)N1CCCN1CCCC1=O (centres undefined)
→ -8, 29%
COc1ccc(S(=O)(=O)N2CCOCC2)cc1NC(=O)c1ccc(S(=O)(=O)N2CCCCC2)cc1
→ 0, -9%
CN(C)CC/C=C1\c2ccc(F)cc2Sc2cc(F)c(Cl)cc21
→ -108*, -21%
COc1ncnc2c1ncn2CCCN1CCN(C(=O)C2CC2)CC1
→ 6, 2%
CCNC(=O)C1(C)CCCN(C(=O)c2cccc(C)c2C)C1 (centres undefined)
→ -6, -2%
CCCCSc1nc2c([nH]1)c(=S)n(C)c(=O)n2C
→ -19, 47%[activator]
COC(=O)c1ccccc1NC(=O)CC(NCc1ccccc1)C(=O)O (centres undefined)
→ 8, 6%
CC(C)Cc1ccc(C(C)CC2=CCC(CN(C)C)C2=O)cc1 (centres undefined)
→ -4, 40%[activator]
OC(c1ccc2ccccc2n1)c1c(Cl)cccc1Cl (centres undefined)
→ -9, -27%
COc1cc(C)ccc1OCc1cc(C(=O)NC2CCOCC2)no1
→ 29, 8%
C[C@@H]1CN([C@H](C)CO)C(=O)CCCn2nncc2CO[C@@H]1CN(C)C(=O)Nc1ccnc(N2CCOCC2)c1
→ 0, 7%

Three records picked at random from those above, as already listed:
Second line of a record: HCMV inh, AMA1 RON2 block
CCCCCCN1CCN(C2CN(CCCC)S(=O)(=O)C2)CC1 (centres undefined)
→ -20, 11%
Cc1cccc(C)c1NC(=O)CN1CCN(c2ccc(C(F)(F)F)cn2)CC1
→ u, -2%
CC(C)Cc1ccc(C(C)CC2=CCC(CN(C)C)C2=O)cc1 (centres undefined)
→ -4, 40%[activator]

Some values from the results shown.
Under AMA1 RON2 block, Cc1ccc(NC(=O)Cn2c(=O)ccn(Cc3ccccc3)c2=O)cc1S(=O)(=O)N1CCOCC1 is listed with -1%
Under AMA1 RON2 block, CC(C)Cc1ccc(C(C)CC2=CCC(CN(C)C)C2=O)cc1 (centres undefined) is listed with 40%[activator]
Under HCMV inh, O=CNC1c2ccccc2CCc2ccccc21 is listed with 15

The results go on:
Second line of a record: HCMV inh, AMA1 RON2 block
COc1ccc(C2=NN(CCC(=O)NC3CCCCC3C)C(=O)CC2)cc1 (centres undefined)
→ 6, -8%
Cc1ccc(NC(=O)c2cc(C(=O)Nc3ccc(C)cc3)n(C)n2)cc1
→ 10, -4%
CC(=NNC(=S)SCc1ccccc1)c1ccccn1
→ -97*, -1%
COc1ccc(C(=O)NCC(c2ccccc2)c2ccccc2)cc1S(=O)(=O)N1CCOCC1
→ 0, 7%[11.6 µM]
CC1=C(C(=O)N(C(C)C)C(C)C)CC(CC(=O)NC(c2ccccc2)c2ccccc2)C(=O)N1CCC1=CCCCC1 (centres undefined)
→ -110*, -7%
COC(=O)C1=C(c2ccccc2)C[C@@H]2CC[C@H]1N2C(=O)NCCCOC(C)C
→ 0, 5%
COc1ccc(-c2nc3ccc(Br)cn3c2Cc2cccc(F)c2)cc1OC
→ -14, -13%
COC(=O)C[C@H]1c2ccc(C(F)(F)F)cc2S(=O)(=O)N1Cc1ccccc1
→ -29, -4%
CC1(C(=O)NS(=O)(=O)c2cccc(Cl)c2)CCN1C(=O)CC1CCCCC1 (centres undefined)
→ 6, -7%

Screens as filed in PubChem.

The list is partial; the hit share may differ from the screen's.
